# Screening data: PubChem, National Center for Advancing Translational Sciences (NCATS)
# Pol eta inh = qHTS for Inhibitors of Polymerase Eta. DNA polymerase eta (Homo sapiens), Q9Y253. recombinant Pol eta, fluorescent DNA replication assay. Potency, µM (series often up to 114 µM), without a hit: at the highest dose activity change, negative = inhibition, usual class: inhibitors. hit rate 1.2% among 390,000. AID 588591, 2011; also: % is scaled to controls: 0 for no effect and ±100 for the full control effect
# Target sequence (Q9Y253 whole entry, looked up): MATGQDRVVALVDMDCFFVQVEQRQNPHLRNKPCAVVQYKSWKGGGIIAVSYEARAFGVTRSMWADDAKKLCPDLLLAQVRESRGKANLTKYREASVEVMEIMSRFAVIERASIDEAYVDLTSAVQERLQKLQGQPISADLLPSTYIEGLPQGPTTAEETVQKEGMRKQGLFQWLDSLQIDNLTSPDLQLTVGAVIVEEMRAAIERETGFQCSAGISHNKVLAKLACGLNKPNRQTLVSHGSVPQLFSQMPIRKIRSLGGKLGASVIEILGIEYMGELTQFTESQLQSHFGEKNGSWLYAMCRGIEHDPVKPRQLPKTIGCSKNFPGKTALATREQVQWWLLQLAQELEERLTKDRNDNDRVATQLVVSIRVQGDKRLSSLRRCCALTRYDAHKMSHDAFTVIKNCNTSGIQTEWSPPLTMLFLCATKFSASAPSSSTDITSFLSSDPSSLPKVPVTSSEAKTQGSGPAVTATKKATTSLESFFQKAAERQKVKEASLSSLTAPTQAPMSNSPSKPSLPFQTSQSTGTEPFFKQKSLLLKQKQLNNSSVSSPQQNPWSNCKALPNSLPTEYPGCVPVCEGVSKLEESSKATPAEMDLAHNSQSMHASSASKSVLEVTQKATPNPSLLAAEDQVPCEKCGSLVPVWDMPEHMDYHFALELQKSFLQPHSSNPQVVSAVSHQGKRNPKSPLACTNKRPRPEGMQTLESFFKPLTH
#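 Pol eta (10 nM) was preincubated with compounds for 15 min at room temperature, after which fluorescent replication substrate (50 nM final) was added to start the reaction. Fluorescence was read kinetically at 0 and 10 min.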
# Pol kappa inh = qHTS for Inhibitors of Polymerase Kappa. purified Pol kappa, fluorescent DNA synthesis assay, 10 min. DNA polymerase kappa (Homo sapiens), Q9UBT6. Potency, µM (top dose mostly 107 µM), for the others: top-dose activity, negative = inhibition, usual class: inhibitors. hit rate 0.53% among 400,000; also: % is scaled to controls: 0 for no effect and ±100 for the full control effect
#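 First, compounds were pin-transferred onto 10 nM Pol kappa. After 15 min at room temperature, substrate was added to 50 nM final. Fluorescence was then measured kinetically at 0 and 10 min.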
# POLI inh = qHTS for Inhibitors of Polymerase Iota. AID 588590, 2011. hit rate 1% among 390,000. Pol iota fluorescent replication assay, 10 min. Potency, µM (doses to about 115 µM), for the others: at the top dose activity, negative = inhibition, most hits filed as inhibitors. DNA polymerase iota (Homo sapiens), Q9UNA4
#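 Fluorescent replication assay read twice, at 0 min and 10 min after adding 50 nM (final) substrate. Enzyme (10 nM) and compounds were first incubated 15 min at room temperature; enzyme-free buffer wells were negative controls.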
# BLM helicase inh = qHTS Assay for Inhibitors of Bloom's syndrome helicase (BLM); hit rate 0.2% among 350,000; Potency, µM (series often up to 56.1 µM), without a hit: top-dose activity change, negative = inhibition, hits mostly inhibitors; recombinant BLM DNA unwinding, fluorescence dequenching; RecQ-like DNA helicase BLM (Homo sapiens), P54132;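 also: plate controls were vehicle for no effect and no enzyme for full effect; nearly all actives have a fitted effect of over 35% in size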
# BAZ2B inh = qHTS Assay for Inhibitors of BAZ2B | AlphaScreen BAZ2B-H3K14Ac peptide displacement | Potency, µM (titrated, usually from 114 µM), inactives show at the top dose activity change, negative = inhibition, hits mostly inhibitors | hit rate 4.4% among 360,000; also: % is scaled to controls: 0 for no effect and ±100 for the full control effect; nearly all actives have a fitted effect of over 60% in size
#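 In this displacement format the biotinylated H3(5-23) peptide acetylated at Lys14 serves as ligand at 50 nM, with BAZ2B at 50 nM in PBS pH 7.4 containing 0.01% Tween-20. Donor and acceptor beads are 10 ug/mL final.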
# G9a block = qHTS Assay for Inhibitors of Histone Lysine Methyltransferase G9a | Histone-lysine N-methyltransferase EHMT2 (Homo sapiens), Q96KQ7 | hit rate 8.8% among 350,000 | Potency, µM (top dose mostly 102 µM), inactives show top-dose activity, negative = inhibition, actives largely listed as inhibitors | G9a H3K9 monomethylation, AlphaScreen, 2 h; also: % is scaled to controls: 0 for no effect and ±100 for the full control effect; nearly all actives have a fitted effect of over 75% in size
# Target sequence (Q96KQ7 913-1193 limits assumed): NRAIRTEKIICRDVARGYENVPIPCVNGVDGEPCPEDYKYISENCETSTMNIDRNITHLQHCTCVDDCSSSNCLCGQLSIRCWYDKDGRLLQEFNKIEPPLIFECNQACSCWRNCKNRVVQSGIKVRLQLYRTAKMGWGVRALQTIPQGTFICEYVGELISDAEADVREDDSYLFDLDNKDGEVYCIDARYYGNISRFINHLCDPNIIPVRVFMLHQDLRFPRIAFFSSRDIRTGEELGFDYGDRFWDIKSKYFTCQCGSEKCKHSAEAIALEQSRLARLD
#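 Signal arises when biotinylated H3K9 peptide, once monomethylated, bridges streptavidin donor and antibody-captured acceptor beads. Enzyme at 20 nM was preincubated 15 min with test compounds; peptide 500 nM and SAM 20 uM then reacted for 2 h.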
# APEX1 inh = qHTS Assay for Inhibitors of the Human Apurinic/apyrimidinic Endonuclease 1 (APE1) | DNA repair nuclease/redox regulator APEX1 (Homo sapiens), P27695 | recombinant APE1, TAMRA/BHQ-2 abasic DNA cleavage fluorescence | Potency, µM (doses to about 65.8 µM), for inactives: at the highest dose activity change, negative = inhibition, actives largely listed as inhibitors | hit rate 0.35% among 350,000 | AID 2517, 2012;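 also: plate controls were vehicle for no effect and reference inhibitor for full effect; nearly all actives have a fitted effect of over 55% in size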
#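 Endonuclease cleavage of a quenched abasic-site DNA duplex (50 nM) by APE1 (0.75 nM) was tracked by TAMRA dequenching. Compounds were preincubated with enzyme 15 min at room temperature; data normalized to buffer-only and DMSO wells plus NSC13755 control.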
# JMJD2A Tudor = qHTS Assay for Inhibitors of JMJD2A-Tudor Domain; AlphaScreen JMJD2A-Tudor / H3K4me3 peptide binding; hit rate 4.4% among 390,000; Potency, µM (top dose mostly 114 µM), inactives show at the highest dose activity change, negative = inhibition, actives largely listed as inhibitors; AID 504339, 2011; also: % is scaled to controls: 0 for no effect and ±100 for the full control effect; nearly all actives have a fitted effect of over 50% in size
# Pol beta inh = qHTS Assay for Inhibitors of DNA Polymerase Beta. P06746. Pol beta primer extension/strand displacement, fluorescence kinetic. Potency, µM (series often up to 114 µM), without a hit: at the highest dose activity change, negative = inhibition, actives largely listed as inhibitors. hit rate 1.3% among 340,000. AID 485314, 2010; also: % is scaled to controls: 0 for no effect and ±100 for the full control effect
#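 Pol beta (10 nM) was preincubated with compound for 15 min at room temperature. The reaction was then started with 50 nM substrate and read immediately and after a further 10 min at room temperature.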
# * = called active by the depositor; ? = inconclusive; nt = not tested or not shown; & = joins results of further samples; [ ] = another dose, or the depositor's remark. Calls follow the shape of the dose curve; as a rule, active = well fitted curve in the direction sought with a large enough effect; inconclusive = small, poorly fitted or top-dose-only effect, or another doubt; inactive = no such curve, though single readings can be large; an effect the other way counts as inactive or inconclusive. Potency is read from the fitted curve at half-maximal effect. An excerpt; the hit share may differ from the screen's.
SMILES,Pol eta inh,Pol kappa inh,POLI inh,BLM helicase inh,BAZ2B inh,G9a block,APEX1 inh,JMJD2A Tudor,Pol beta inh
CCCS(=O)(=O)N1CCC(C(=O)NCc2ccc3c(c2)OCO3)CC1,-11%,-1%,-7%,-4%,-4%,7%,19%,14%,13%
N#CC(C(=O)C12CC3CC(CC(C3)C1)C2)c1nc2ccccc2[nH]1 (stereo unspecified),-1%,1%,-6%,-5%,-1%,9%[59 µM],-4%,-23%,-2%
CN1CC(=O)N(CC(=O)Nc2ccc(OCc3ccccc3)cc2)C1=O,1%,-14%,12%,nt,nt,nt,15%,-10%,nt
c1ccc(-c2nn(-c3ccccc3)[n+](-c3ccccc3)n2)cc1,-14%,-1%,22%,nt,nt,nt,nt,-15%,nt
Cc1ccc(C(=O)COC(=O)CNC(=O)c2cccs2)cc1,-9%,-17%,8%,3%,7%,15%[59 µM],1%,-2%,?
O=C(CSc1nnc(-c2ccco2)o1)Nc1ccccc1Cl,-14%,2%,24%,-2%,-25%,34%,12%,12%,-5%
CC(C)(C)OC(=O)N1CCC(c2c(C(=O)N3CCN(C(=O)c4ccco4)CC3)cnn2-c2ccc(Cl)cc2)CC1,-19%,-9%,12%,2%,8%[57.1 µM],-7%[59 µM],nt,-3%,3%
O=c1c(O[C@H]2O[C@@H](CO)[C@H](O)[C@@H](O)[C@@H]2O)c(-c2ccc(O)cc2)oc2cc(O)cc(O)c12,?,-8%,-1%,nt,-8%,6%[2.33 µM],21µM*,-23%,nt
CCCCCCCCCCn1c2c(c(=N)c3c1CCC3)CCC2,-16%,-10%,17%,-8%,7%,55%[activator][12.7 µM],-2%,-16%,?
COc1ccc(S(=O)(=O)N2CCCN(CCC(=O)Nc3cccc(C(F)(F)F)c3)CC2)cc1,-7%,11%,-10%,1%,-35%,?,8%,-5%,44%[activator]
COc1cc2[nH]c(=O)n(Cc3ccccc3Cl)c(=O)c2cc1OC,-2%,-17%,6%,-2%,1%,8%[59 µM],0%,-26%,-13%
CN1C(=S)SC(C)(NO)C1(C)C (stereo unspecified),-2%,-9%,5%,0%,?,?,2%,22µM*,27%
CCc1nc(SCC(=O)N2CCC(C)CC2)c2c(=O)n(C)c(=O)n(C)c2n1,-8%,3%,-15%,4%,11%,4%[59 µM],0%,-6%,14%
O=S(=O)(Nc1ccncc1)c1ccc(Cl)cc1,-5%,-4%,-4%,-2%,2%,-10%[59 µM],0%,1%,0%
O=C(Cn1ccc2cc(S(=O)(=O)N3CCCCC3)ccc21)NCc1ccccc1Cl,-14%,-8%[60.1 µM],-23%,-3%,2%,-22%[59 µM],nt,-18%,-29%
Cc1cc(C)nc(NC2=N[C@@H]3CCCC[C@H]3N2C(=O)Nc2cc(Cl)cc(Cl)c2)n1,-8%,-5%,42%[activator],nt,nt,nt,nt,-9%[11.4 µM],nt
Clc1ccc(-c2csc(N/N=C/c3ccc4c(c3)OCO4)n2)cc1,-19%,0%,32%[activator],3%,-10%,40µM*,?,-25%,-20%
O=C(CSCc1ccc(Br)cc1)Nc1ccccc1C(=O)N1CCOCC1,-14%,-19%,-12%,nt,nt,nt,nt,-3%,nt
CCOC(=O)C1CCN(C(=O)COC(=O)c2nn(C)c(=O)c3ccccc23)CC1,-1%,-21%,20%,nt,-4%,?,-6%,-3%,nt
COc1nc(Nc2ccc([N+](=O)[O-])cc2)nc(NC2CCCCC2)n1,-15%,-16%,30%[activator],-15%,-38%,-32%,-8%,-33%,9%
Cc1nc(N2CCCC2)ncc1C(=O)NCc1ccc(Cl)cc1,nt,-4%[60.1 µM],12%,-2%,-2%,-2%[12.7 µM],nt,6%,18%
CCC(C)NC(=S)Nc1ccc(F)cc1 (stereo unspecified),-20%,-15%,-13%,0%,3%,50µM*,0%,11%,36%
Cc1[nH]oc(=O)c1N=Nc1ccc2[nH]c(=O)[nH]c2c1,-6%,?,?,nt,nt,nt,nt,-21%,nt
CCOc1ccc(/C(O)=C2\C(=O)C(=O)N(CCN(C)C)C2c2cccc(OC)c2OC)cc1Cl (stereo unspecified),-12%,0%,28%,1%,-2%,-42%[59 µM],23%,-15%,6%
O=C(Nc1ccc(Cl)cc1)c1cc2nc(C3CC3)cc(C(F)(F)F)n2n1,-4%,-11%,11%,-14%,-34%,-25%[59 µM],-1%,-25%,1%

# Arranged by value in BLM helicase inh (rising): some entries from above
canonical_smiles	Pol eta inh	Pol kappa inh	POLI inh	BLM helicase inh	BAZ2B inh	G9a block	JMJD2A Tudor	Pol beta inh
O=C(Nc1ccc(Cl)cc1)c1cc2nc(C3CC3)cc(C(F)(F)F)n2n1	-4%	-11%	11%	-14%	-34%	-25%[59 µM]	-25%	1%
CCCS(=O)(=O)N1CCC(C(=O)NCc2ccc3c(c2)OCO3)CC1	-11%	-1%	-7%	-4%	-4%	7%	14%	13%
Cc1nc(N2CCCC2)ncc1C(=O)NCc1ccc(Cl)cc1	nt	-4%[60.1 µM]	12%	-2%	-2%	-2%[12.7 µM]	6%	18%

# The list goes on.
SMILES,Pol eta inh,Pol kappa inh,POLI inh,BLM helicase inh,BAZ2B inh,G9a block,APEX1 inh,JMJD2A Tudor,Pol beta inh
CN(C)c1ccc(N2[C@@H](CC(=O)O)c3cc(C(F)(F)F)ccc3S2(=O)=O)cc1,-10%,14%&1%,33%&-9%[activator],nt,nt,nt,nt,-18%,nt
CCn1c(C)cc(O)c(C(=O)Nc2cccc(Cl)c2)c1=O,5%,-23%,0%,0%,4%,22%,-5%,-4%,12%
Cc1cc(C)cc(NC(=O)CCC(=O)Nc2cc(C)on2)c1,7%,-7%[60.1 µM],-7%,-8%,-2%,0%[59 µM],8%,-21%,2%
CCOC(=O)C(O)(CC(=O)Nc1cc(F)ccc1C)C(F)(F)F (stereo unspecified),8%,-7%,8%,7%,10%,10%[59 µM],18%,?,46%
O=C(CS(=O)(=O)c1cccc2nsnc12)N1CCN(c2cccc(C(F)(F)F)c2)CC1,-6%,-8%[60.1 µM],8%,-1%,?,9%[59 µM],nt,-29%,-12%
Nc1cc(-c2ccc(Cl)cc2)nn1S(=O)(=O)c1cccc2nsnc12,?,-17%,?,-8%,?,40µM*,?,45µM*,-10%
CCN(C(=O)COC(=O)c1ccc([N+](=O)[O-])o1)c1cccc2ccccc12,?,-18%,-20%,nt,nt,nt,-8%,?,nt
CCOC(=O)/C(N=Nc1ccc(Cl)cc1)=C(/O)c1ccc([N+](=O)[O-])cc1,-2%,-8%,57%[activator],0%,-3%,4%[12.7 µM],1%,-13%,18%
O=C(CC(=O)N/N=C/c1c(F)cccc1Cl)NCc1ccccc1,-3%,-14%,6%,0%,4%,15%,-1%,-5%,1%
CC(C)CC(=O)NC(=S)Nc1ccccc1F,10%,-6%,6%,0%,7%,-3%[59 µM],2%,-6%,13%
C[C@@H]1NC(=O)[C@@]2(C)[C@@H](c3ccccc3)[C@H]3COc4ccc(Cl)cc4[C@@H]3N2C1=O,-13%,-1%,38%[activator],nt,-5%,-4%[0.501 µM],-14%,-17%,nt
C[C@H]1COc2c(C3(N)CC3)c(F)cc3c(=O)c(C(=O)O)cn1c23,nt,3%[19.4 µM],nt,1%&-3%,-37%,-35%[12.7 µM],1%,nt,-3%
CCOc1cccc(C2c3c(oc4ccccc4c3=O)C(=O)N2c2nc(C)c(C(=O)OC)s2)c1 (stereo unspecified),-6%,-18%,-9%,0%,?,-12%[59 µM],nt,-19%,0%
COc1ccc(-c2cc(C(F)(F)F)nc(SCC(=O)N(C)Cc3ccccc3)n2)cc1,-11%,-15%,-15%,-7%,10%,76%[activator][59 µM],nt,4%,15%
O=C(Cn1cnc2c(cnn2-c2ccc(F)cc2)c1=O)N1CCN(c2ccccc2)CC1,-1%,-8%,10%,-4%,-12%,-16%[59 µM],4%,-14%,4%
CC1(C)C/C(=N\NC(=S)Nc2ccccc2F)c2cc(O)ccc2O1,?,-4%,86%[activator],-12%,?,?,-1%,18µM*,-3%
O=C(/C=C/c1cccs1)N1CCN(Cc2ccc3c(c2)OCO3)CC1,-6%,-7%,13%,1%,-10%,6%[59 µM],2%,-19%,15%
Cc1ccc(OCC(=O)NNC(=O)CSc2nnc(-c3ccc(C)cc3)n2C)cc1,-12%,-6%,18%,4%,-8%,15%[59 µM],5%,-7%[57.1 µM],2%
O=C1CCCC/C1=N\Nc1ccc(C2CCCCC2)cc1,nt,nt,nt,-12%,?,nt,21%,nt,-8%
Cc1ccc2nc(-c3cccc(NC(=O)c4cccc5c(Cl)cccc45)c3)oc2c1,-8%,-16%,-11%,-9%,-11%,-21%[59 µM],nt,-2%,-5%
Cc1ccc(NC(=O)CSCC(=O)Nc2cc(Cl)ccc2N2CCN(C)CC2)cc1,-21%,-5%,19%,nt,1%,18%[0.501 µM],0%,-19%,nt
CCO[C@@H]1OC(C(=O)NCc2nc3ccccc3[nH]2)=C[C@H](c2ccc(C(F)(F)F)cc2)[C@H]1CCCO,-11%,2%,-8%,-8%,-14%,27%[59 µM],8%,-24%,17%
CC(C)OCCCn1c(=O)c2ccccc2n2c(-c3cc(Cl)ccc3O)nnc12,-9%,0%,8%,-3%,2%,-45%[59 µM],nt,-20%,-21%
CC(=O)Nc1c(I)cc(I)c(C(=O)O)c1I,nt,-3%[60.1 µM],nt,-12%,nt,-42%[2.33 µM],1%,nt,nt
CC(=O)c1ccc(C(=O)N2CCCC(CNC(=O)c3ccccc3Cl)C2)cc1 (stereo unspecified),-6%,-9%,10%,-2%,-4%,-2%,7%,-2%,1%
CCN1CCN(c2oc(-c3ccco3)nc2C#N)CC1,3%,-7%,130%[activator],2%,-5%,-6%,-2%,-7%,-1%
O=[N+]([O-])c1cccc(OCC(O)CN2CCN(S(=O)(=O)c3cc(Cl)ccc3Cl)CC2)c1 (stereo unspecified),-11%,-13%,11%,-3%,-30%,?,23%,?,-8%
